# Compound activity from PubChem.
# MEKK2 WT-MEK5: raises or lowers MEK5 binding to wildtype human MEKK2 PB1 domain; 290,000 compounds, 1.1% hits; Q9Y2U5; bead flow cytometry, Alexa488-MEK5 binding to MEKK2 WT; actives lie on both sides; binding response (% of control), % at 10 µM; AID 1531; in the data active means binding response below about 67% or above about 130%; inconclusive means no clear call, values can overlap the other calls; inactive means in between
# MEKK2mut PB1 HTS: signal of MEK5 binding to mutant human MEKK2 PB1 domain; percent response, % at 10 µM; AID 1530; bead flow cytometry, Alexa488-MEK5 binding to MEKK2 mutant; 290,000 compounds, 0.35% hits; in the data active means percent response above about 24%, passing the limit was not always enough; further: inactives centre near 1; some results filed as inactive read as strong as hits
# GalR3 antag: antagonists of human GalR3; 360,000 compounds, 0.44% hits; HEK293 GalR3-CNG cAMP membrane potential fluorescence; galR3 body fused to GalR1 C-terminus; inhibition, % at 3 µM; O60755;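 active means inhibition above the screen-wide average plus 3 SD, cut at about 13% in these data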;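 further: forskolin and galanin both at EC90 stimulate the cells; cAMP rise reported by CNG channel membrane potential dye signal; 0% = forskolin plus galanin with DMSO and 100% = forskolin alone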
# Target sequence (O60755 1-299 limits assumed): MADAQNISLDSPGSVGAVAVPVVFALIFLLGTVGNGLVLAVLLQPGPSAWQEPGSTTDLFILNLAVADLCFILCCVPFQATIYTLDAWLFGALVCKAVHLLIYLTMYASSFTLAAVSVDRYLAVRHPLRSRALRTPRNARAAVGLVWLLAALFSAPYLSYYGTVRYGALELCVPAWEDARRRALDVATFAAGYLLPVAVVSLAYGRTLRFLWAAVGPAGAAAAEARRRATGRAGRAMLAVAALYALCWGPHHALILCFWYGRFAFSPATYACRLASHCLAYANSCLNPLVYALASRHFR
# HCV NS3 hel inh: inhibitors of Hepatitis C virus NS3 helicase. NS3 helicase DNA unwinding, Cy5 molecular beacon fluorescence. inhibition, % at 10.9 µM. 290,000 compounds, 0.56% hits. AID 1800;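 active means inhibition above the mean of all tested compounds plus 3 SD, set per campaign, cut at about 35% in these data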;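 further: 0% = DMSO wells and 100% = thioflavine S control wells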
#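 test system = hepatitis C virus NS3 helicase domain fragment enzyme | reagent = annealed dual-labelled DNA beacon duplex, ATP-started | times = 1 h at 25 °C | detection = Cy5 fluorescence, 0 and 60 min reads | read-out basis = percent inhibition from t60/t0 fluorescence ratio | control set = DMSO and thioflavine S | replication = one well per compound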
# DNA FID counter: counter-screen for HCV NS3 helicase inhibitors: DNA intercalator displacement; inhibition, % at 7.9 µM; 290,000 compounds, 0.17% hits; DNA fluorescent intercalator displacement, fluorescence; AID 1845; in the data active means inhibition above about 37%;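 further: 0% = vehicle and 100% = reference compound; higher means more ethidium bromide displaced from hairpin DNA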
# CRFR2-BP ag: CRF-BP/CRF-R2 complex agonism | HEK293 CRF-R2/CRF-BP, calcium dye fluorescence (FLIPR); percent of saturating CRF peptide response | activation, % at 13.2 µM | 350,000 compounds, 0.46% hits;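 active means activation of at least 50%, plus an integration ratio under a set limit after plate pattern correction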;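 further: plate controls were neutral control wells without compound for no effect and CRF at EC100 for full effect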
# CRFR2-BP antag: CRF-BP/CRF-R2 complex antagonism; HEK293 CRF-R2/CRF-BP, CRF-induced calcium fluorescence; inhibition, % at 11.8 µM; 350,000 compounds, 0.59% hits;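 active means inhibition of the ligand-induced calcium signal above about 50% at the single tested concentration, limit read from the data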
# UBC9 SUMO inh: inhibitors of human SUMOylation (UBC9); 290,000 compounds, 0.36% hits; inhibition, % at 35 µM; AID 2006; P63279; HTRF SUMOylation assay, SAE1/SAE2 + UBC9, in vitro; in the data active means inhibition above about 50%, passing the limit was not always enough; inconclusive means no clear call, values can overlap the other calls; further: strong numbers were not always called active
# Target sequence (P63279 whole entry, looked up): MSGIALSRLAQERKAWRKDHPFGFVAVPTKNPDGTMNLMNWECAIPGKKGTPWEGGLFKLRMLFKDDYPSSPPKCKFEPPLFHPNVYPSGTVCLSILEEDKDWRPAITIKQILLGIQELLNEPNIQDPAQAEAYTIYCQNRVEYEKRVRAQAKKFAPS
# MEKK3 PB1 HTS: modulators (inhibitors or enhancers) of MEK5 binding to human MEKK3 PB1 domain; 290,000 compounds, 1.4% hits; bead-based flow cytometry, Alexa488-MEK5 binding to MEKK3; actives lie on both sides; 0 = blocked by unlabeled MEK5, 100 = vehicle; Q99759; binding response (% of control), % at 10 µM;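 active means binding response more than 3 SD above or below the average of its plate-row segment, actives on both sides; inconclusive means wells at one plate position flagged as instrument error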;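 further: Alexa488 bead fluorescence after subtracting the streptavidin-only scavenger bead signal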
# Target sequence (Q99759 whole entry, looked up, the tested form may be a part): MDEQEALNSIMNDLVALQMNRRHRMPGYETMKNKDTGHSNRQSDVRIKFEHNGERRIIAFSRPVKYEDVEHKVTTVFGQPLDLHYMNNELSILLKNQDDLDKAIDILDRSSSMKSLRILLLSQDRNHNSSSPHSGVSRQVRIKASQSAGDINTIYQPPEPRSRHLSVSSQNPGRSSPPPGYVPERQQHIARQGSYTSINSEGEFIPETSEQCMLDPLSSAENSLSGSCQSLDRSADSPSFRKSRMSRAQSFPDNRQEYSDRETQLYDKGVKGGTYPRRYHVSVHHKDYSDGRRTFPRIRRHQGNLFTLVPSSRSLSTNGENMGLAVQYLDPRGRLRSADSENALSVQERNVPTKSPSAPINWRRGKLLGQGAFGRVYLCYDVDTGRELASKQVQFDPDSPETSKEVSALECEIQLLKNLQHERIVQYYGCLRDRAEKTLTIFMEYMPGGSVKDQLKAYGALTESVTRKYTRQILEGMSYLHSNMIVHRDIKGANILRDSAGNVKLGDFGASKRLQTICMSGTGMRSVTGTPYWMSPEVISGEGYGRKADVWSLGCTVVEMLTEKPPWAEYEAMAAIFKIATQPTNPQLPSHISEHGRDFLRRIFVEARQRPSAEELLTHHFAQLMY
# Numbers without * were called inactive; ? = inconclusive; . = not tested or not shown; [ ] = remark or other dose.
SMILES,MEKK2 WT-MEK5,MEKK2mut PB1 HTS,GalR3 antag,HCV NS3 hel inh,DNA FID counter,CRFR2-BP ag,CRFR2-BP antag,UBC9 SUMO inh,MEKK3 PB1 HTS
COc1ccccc1C(C)N(C)Cc1nc(COc2ccccc2)no1 (stereo not drawn),95,-8,-5,-9,-21,-0.9,-11,8,104
CC1(C(=O)NCC2CCCO2)Oc2cccnc2NC1=O (stereo not drawn),97,-1,3,1,3,3.8,-5,2,97
CCOC(=O)CC1OC(=O)c2cc3c(cc21)C(=O)OC3CC(=O)OCC (stereo not drawn),102,5,0,5,0,0.2,0,-6,103
O=C(c1ccc(-c2ccccc2)cc1)C1CCCN(Cc2ccncc2)C1 (stereo not drawn),111,3,4,-20,-10,-0.4,-27,4,100
O=C(NCc1cccnc1)/C(=C/c1ccccc1)NC(=O)c1ccccc1,103,2,6,6,-5,-0.9,0,2,101
Cn1cccc1/C=N/n1c(-c2ccc(Cl)cc2Cl)n[nH]c1=S,106,5,2,-3,-16,22,-16,16,105
C[n+]1cccc(C(=O)Nc2ccccc2)c1,107,9,-6,-4,-2,0.8,-5,7,106
Cc1cc2ccccc2nc1Br,97,-2,-3,2,0,3.8,-2,7,100
CCC(C)c1ccc(NC(=O)N2CCOCC2)cc1 (stereo not drawn),104,2,-6,-12,-19,-1.4,10,8,102
CC(=O)NC(Cc1ccccc1)C(C)=O (stereo not drawn),102,-1,-2,0,1,-1.4,-1,6,123
Cc1cccc(C)c1NC(=O)NC1CCc2ccccc21 (stereo not drawn),106,5,-12,1,0,0.7,15,12,106
CCCCCC(=O)Nc1ccc(Cc2ccncc2)cc1,97,12,-3,-4,-14,-0.2,-2,9,107
c1ccc2c(NCC3CCCO3)nc(N3CCOCC3)nc2c1 (stereo not drawn),100,-4,1,10,6,-1.6,11,11,97
CC(C)C(=O)Nc1cccc(NC(=O)c2cccc(F)c2)c1,105,1,-1,-4,-1,-0.8,2,7,103
CC(C)n1c(Oc2ccc(F)cc2)nc2c1c(=O)n(C)c(=O)n2C,88,-10,-5,0,-3,-1.1,4,5,91
CN(C(=O)C1CCCO1)c1nnc(-c2ccccn2)s1 (stereo not drawn),105,10,-3,3,2,4.6,15,-5,102
COCCNC(=O)C(c1ccc(C)o1)N(Cc1cccs1)C(=O)c1snc(C(N)=O)c1N (stereo not drawn),106,4,0,2,-24,-4.0,9,-2,108
Cc1ccccc1OCC(=O)Nc1ccccc1C(=O)N1CCCCC1,96,-1,4,-3,-36,-0.7,5,-2,97
S=c1[nH]cnc2sc(Nc3ccccc3)nc12,96,4,-9,-1,-4,-1.6,-2,-7,95
COCCOC(=O)c1nccnc1C(=O)Nc1ccc(S(=O)(=O)N2CCOCC2)cc1,98,-1,-2,-1,-2,-3.1,6,17,102
Cc1ccc(-n2cccn2)c(CN2CCCC(C(=O)c3ccc4c(c3)OCO4)C2)c1 (stereo not drawn),107,9,-6,-6,3,-0.7,8,6,104
COc1ccc(-c2nnn(CC(=O)N(CC(=O)NC3CCCC3)c3ccccc3)n2)cc1OC,99,-4,-3,0,-31,-0.3,-1,-8,97
COc1cccc(/C=C/C(=O)Nc2ccc3[nH]c(=O)[nH]c3c2)c1,98,2,-4,5,-6,0.6,0,29,96
CCOC(=O)/C=C/C(=O)Nc1ccc(S(=O)(=O)N2CCCCCC2)cc1,85,-10,-8,13,-1,-3.0,-24,12,98
COC(=O)c1ccc(CSc2nnc(NC(=O)C3CC(=O)N(c4ccc5c(c4)OCCO5)C3)s2)cc1 (stereo not drawn),117,2,4,7,-5,-2.3,-5,7,107

# (next part)
SMILES,MEKK2 WT-MEK5,MEKK2mut PB1 HTS,GalR3 antag,HCV NS3 hel inh,DNA FID counter,CRFR2-BP ag,CRFR2-BP antag,UBC9 SUMO inh,MEKK3 PB1 HTS
COc1ccc(CCNC(=O)C(=O)NCC2OCCN2S(=O)(=O)c2ccc(OC)c(OC)c2)cc1 (stereo not drawn),94,-3,.,9,-39,-7.0,5,0,98
Cc1cccc(NS(=O)(=O)c2ccc(-c3cnc(C4CC4)o3)cc2)c1,100,1,3,-13,-25,-1.3,1,-9,99
Cc1nc([N+](=O)[O-])cn1C(C)C,91,-16,-1,-2,1,-0.7,8,28,89
COC(=O)Cn1c(C)nc2c(sc3nc(C)cc(C)c32)c1=O,95,-11,.,6,-5,-0.1,-6,8,90
OC(COCc1cccs1)CN1CCN(c2ccccc2Cl)CC1 (stereo not drawn),101,13,0,-12,7,0.7,11,-3,97
COC(=O)C1=NN(c2cccc3ccccc23)C2C(=O)N(c3ccccc3OC)C(=O)C12 (stereo not drawn),54,-42,-5,6,-15,1.8,-5,13,52
C/C=C(/C)C(=O)Nc1cccc(C2=NOC3(C2)C[C@H](C(N)=O)N(C(=O)c2ccc(Cl)cc2)C3)c1 (stereo partly drawn),95,2,0,.,.,0.2,-15,30,92
O=C1CN(c2nc(-c3cccnc3)nc3scc(-c4ccccc4)c23)CCN1,97,-1,7,-1,-22,2.2,-1,7,99
O=C1/C(=C\c2ccco2)CCC/C1=C\c1ccco1,90,-2,4,48*,-21,4.3,0,52*,97
O=c1oc2ccccc2cc1-c1nc2ccccc2o1,89,-8,-8,9,-9,-1.2,10,?,78
COC(=O)C1(C(=O)OC)Sc2ccccc2C1=O,95,0,4,19,-3,-0.2,6,7,96
COC(=O)C1Cc2ccccc2CN1C(=O)CCl (stereo not drawn),98,-1,-5,-33,0,0.3,-7,7,105
Cc1ccc(C)c(C2=CSC3=NCCN23)c1,98,-8,0,3,3,1.7,4,3,94
O=C(COc1cc(Cl)c(Cl)cc1Cl)NC(=O)NC1CCCC1,99,2,5,0,2,0.8,-34,-19,105
CC(C)(C)c1ccc(C(=O)N2CCC3(CC2)NCCc2[nH]cnc23)cc1,101,6,-9,-4,22,0.8,-15,.,100
Cc1ccc(Cl)cc1N1CCN(C(c2cccnc2)c2nnnn2C2CCCCC2)CC1 (stereo not drawn),100,5,-2,-19,0,-0.7,11,-17,103
Cc1ncc(CN2CCN(Cc3ccc(F)cc3)C(CCO)C2)s1 (stereo not drawn),95,2,-5,4,-1,1.1,-12,12,102
O=C(NCC1CCN(c2ccc(S(=O)(=O)N3CCOCC3)cc2)CC1)Nc1ccccc1,92,-13,-9,-15,-25,3.9,-1,2,93
CCc1ccc(N/C(=N/c2nc(C)cc(C)n2)NC(C)=O)cc1,98,6,-8,11,-33,-0.8,-6,0,98
CCn1c(=O)c([N+](=O)[O-])c(N2CCOCC2)c2ccccc21,115,5,-3,-6,-1,0.6,32,28,103
COc1ccc(-c2c(C)n([O-])c(C)c(C)[n+]2=O)cc1,105,8,1,4,-1,-2.0,18,20,99
CCOc1ccc(CCNC(=O)CCc2nnc3ccc(N4CCCC4)nn23)cc1OCC,101,1,1,-6,-46,-2.5,2,-17,100
CCN(CC)S(=O)(=O)c1ccc(N=N/C(C(C)=O)=C(/C)O)cc1,99,0,-1,-4,-11,-5.0,3,20,100
Cc1ccc(Nc2c(N)c(=O)oc3ccccc23)cc1,0.0*[inhibitor],4,-7,-1,-2,1.2,9,23,0.0*[inhibitor]
COc1ccc(-c2c(C(F)(F)F)oc3c(CN4CCN(C)CC4)c(O)ccc3c2=O)cc1,105,-1,-3,-7,16,6.0,-1,16,102

# Some of these compounds in order of molecular weight, ascending:
SMILES,MEKK2 WT-MEK5,MEKK2mut PB1 HTS,GalR3 antag,HCV NS3 hel inh,DNA FID counter,CRFR2-BP ag,CRFR2-BP antag,UBC9 SUMO inh,MEKK3 PB1 HTS
Cc1nc([N+](=O)[O-])cn1C(C)C,91,-16,-1,-2,1,-0.7,8,28,89
COc1ccc(-c2c(C)n([O-])c(C)c(C)[n+]2=O)cc1,105,8,1,4,-1,-2.0,18,20,99
O=c1oc2ccccc2cc1-c1nc2ccccc2o1,89,-8,-8,9,-9,-1.2,10,?,78
COC(=O)C1(C(=O)OC)Sc2ccccc2C1=O,95,0,4,19,-3,-0.2,6,7,96
CCn1c(=O)c([N+](=O)[O-])c(N2CCOCC2)c2ccccc21,115,5,-3,-6,-1,0.6,32,28,103
CCc1ccc(N/C(=N/c2nc(C)cc(C)n2)NC(C)=O)cc1,98,6,-8,11,-33,-0.8,-6,0,98
COC(=O)Cn1c(C)nc2c(sc3nc(C)cc(C)c32)c1=O,95,-11,.,6,-5,-0.1,-6,8,90
CCN(CC)S(=O)(=O)c1ccc(N=N/C(C(C)=O)=C(/C)O)cc1,99,0,-1,-4,-11,-5.0,3,20,100
Cc1ncc(CN2CCN(Cc3ccc(F)cc3)C(CCO)C2)s1 (stereo not drawn),95,2,-5,4,-1,1.1,-12,12,102
CC(C)(C)c1ccc(C(=O)N2CCC3(CC2)NCCc2[nH]cnc23)cc1,101,6,-9,-4,22,0.8,-15,.,100
OC(COCc1cccs1)CN1CCN(c2ccccc2Cl)CC1 (stereo not drawn),101,13,0,-12,7,0.7,11,-3,97
COC(=O)C1=NN(c2cccc3ccccc23)C2C(=O)N(c3ccccc3OC)C(=O)C12 (stereo not drawn),54,-42,-5,6,-15,1.8,-5,13,52
COc1ccc(-c2c(C(F)(F)F)oc3c(CN4CCN(C)CC4)c(O)ccc3c2=O)cc1,105,-1,-3,-7,16,6.0,-1,16,102
Cc1ccc(Cl)cc1N1CCN(C(c2cccnc2)c2nnnn2C2CCCCC2)CC1 (stereo not drawn),100,5,-2,-19,0,-0.7,11,-17,103
O=C(NCC1CCN(c2ccc(S(=O)(=O)N3CCOCC3)cc2)CC1)Nc1ccccc1,92,-13,-9,-15,-25,3.9,-1,2,93

# The listing picks up with the 2 entries that preceded the break.
SMILES,MEKK2 WT-MEK5,MEKK2mut PB1 HTS,GalR3 antag,HCV NS3 hel inh,DNA FID counter,CRFR2-BP ag,CRFR2-BP antag,UBC9 SUMO inh,MEKK3 PB1 HTS
Cc1ccc(Nc2c(N)c(=O)oc3ccccc23)cc1,0.0*[inhibitor],4,-7,-1,-2,1.2,9,23,0.0*[inhibitor]
COc1ccc(-c2c(C(F)(F)F)oc3c(CN4CCN(C)CC4)c(O)ccc3c2=O)cc1,105,-1,-3,-7,16,6.0,-1,16,102
COc1cc2c(cc1OC)C(C)N(C(=O)Cc1ccc(C(F)(F)F)cc1)CC2 (stereo not drawn),100,1,-11,-19,-38,-3.8,4,10,102
NC(=O)NC(=O)CSc1nnc(-c2ccco2)n1Cc1ccccc1,101,1,1,-4,-4,6.5,-22,22,100
NC(=NC(=O)c1ccc(OCC(F)(F)F)nc1)c1ccc(Cl)cc1,102,-1,-4,-21,-5,1.1,-7,-11,95
CCCC(Oc1ccc(Br)cc1)c1nc2c3cc(OC)c(OC)cc3nc(=S)n2[nH]1 (stereo not drawn),93,-3,-2,11,-2,-0.4,-3,-22,100
CC(C)(C)c1ccc(S(=O)(=O)NCC(=O)Nc2ccc(-c3nc4ccccc4s3)cc2)cc1,104,12,2,3,-2,4.4,6,29,110
CCOC(=O)/C(=C/C=C1\Sc2cc(C)c(C)cc2N1CC)C(C)=O,42*[inhibitor],-22,-1,7,-23,156*,-93,-22,90
Cc1cc(C(F)F)n2ncc(C(=O)NCc3ccccc3F)c2n1,108,6,4,2,-16,-0.9,-13,22,114
COCCN(C(C)=O)c1nnc(-c2ccccn2)s1,95,-3,-3,0,-4,2.6,-14,4,89

# Some of the compounds tested; the hit share may differ from the screen's.
